High-throughput results (PubChem)
PP1 counter – PP1-alpha (human) inhibition in PP5 counter-screen. P62136. inhibition, % at 6.7 µM. purified PP1alpha, OMFP fluorescence. hit rate 0.9% among 320,000. AID 2235;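 active means inhibition above the mean inhibition of all tested compounds plus 3 SD, computed separately for each screening campaign, cut at about 15% in these data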
Target sequence (P62136 whole entry, looked up): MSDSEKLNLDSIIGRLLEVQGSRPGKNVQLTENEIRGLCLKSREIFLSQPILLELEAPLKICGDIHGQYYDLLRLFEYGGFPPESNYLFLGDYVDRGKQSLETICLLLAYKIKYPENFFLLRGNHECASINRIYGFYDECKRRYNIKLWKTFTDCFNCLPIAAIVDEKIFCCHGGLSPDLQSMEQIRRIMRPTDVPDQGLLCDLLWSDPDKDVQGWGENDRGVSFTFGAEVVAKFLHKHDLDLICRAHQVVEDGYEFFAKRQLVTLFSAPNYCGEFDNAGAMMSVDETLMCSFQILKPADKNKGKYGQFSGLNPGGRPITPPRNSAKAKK
PP5 inh – inhibitors of human protein phosphatase 5 (PP5) | inhibition, % at 6.7 µM | purified PP5c, OMFP substrate fluorescence | hit rate 0.18% among 320,000 | P53041;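 active means inhibition above the campaign's mean inhibition across all tested compounds plus 3 SD, cut at about 9.5% in these data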;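 further: 0% = DMSO only and 100% = 100 µM cantharidin control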
PREPL inh – inhibits the human prolyl oligopeptidase-like enzyme. Q4J6C6. recombinant PREPL, fluorescence polarization activity-based probe. inhibition, % at 5.96 µM. hit rate 0.68% among 320,000; in the data active means inhibition above about 43%;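 further: 0% = enzyme with DMSO and 100% = wells lacking enzyme; many of its hits are not listed in these tables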
GASC-1 inh – human JMJD2C demethylase inhibition. hit rate 0.069% among 330,000. inhibition, % at 2.35 µM. GST-JMJD2C(1-420) H3K9me3 demethylation, DELFIA europium;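 active means more than half of a compound's replicate wells show inhibition beyond 50%, single wells judged on their own value; inconclusive means some, but no more than half, of replicates pass 50% inhibition; inactive means no replicate passes 50% inhibition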;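 further: signal counts dimethyl H3K9 product captured on neutravidin plate; 0% = median of DMSO wells and 100% = 0.3 times that DMSO median; strong numbers were not always called active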
Target sequence (Q9H3R0 1-420 limits assumed): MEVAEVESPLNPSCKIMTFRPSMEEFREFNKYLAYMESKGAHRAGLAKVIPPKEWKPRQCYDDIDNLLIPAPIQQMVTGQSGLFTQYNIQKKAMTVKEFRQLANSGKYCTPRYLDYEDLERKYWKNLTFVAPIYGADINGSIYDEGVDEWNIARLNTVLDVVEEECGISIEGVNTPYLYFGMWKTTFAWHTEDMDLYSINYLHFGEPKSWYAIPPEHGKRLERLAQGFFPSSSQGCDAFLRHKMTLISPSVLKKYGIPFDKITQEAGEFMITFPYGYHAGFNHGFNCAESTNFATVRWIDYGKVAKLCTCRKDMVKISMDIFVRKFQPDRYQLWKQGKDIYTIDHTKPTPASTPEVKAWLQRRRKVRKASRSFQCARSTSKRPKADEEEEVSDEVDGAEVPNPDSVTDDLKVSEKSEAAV
core dimer inh – blocks dimerization of HCV core protein; TR-FRET GST/Flag-core106 dimerization, 1536-well; inhibition, % at 5 µM; hit rate 0.33% among 300,000; AID 1899;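 active means inhibition above the mean of all tested compounds plus 3 SD, set per screening campaign, cut at about 45% in these data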
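Material: Tagged HCV core106 pair (GST and Flag) | Amount: GST-core106 13.5 nM, Flag-core106 17 nM | Medium: KF-containing HEPES buffer, pH 7.45, DTT, CHAPS, BSA | Reagent: Eu donor and XL665 acceptor anti-tag antibodies | Schedule: 4 h at 22.5 °C | Technique: Time-resolved FRET, ex 340 nm, em 617 and 671 nm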
Fh CTSL1 inh – cathepsin L1 inhibition, PFM18AAP counter-screen. recombinant F. hepatica cathepsin L1, Z-Leu-Arg-MCA fluorescence. AID 1906. inhibition, % at 5.96 µM. hit rate 0.49% among 300,000;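 active means inhibition above the mean of all tested compounds plus 3 SD, set per screening campaign, cut at about 17% in these data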;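 further: 0% = plate median of test compound wells and 100% = 1 µM Z-Phe-Ala-diazomethylketone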
LYPLA2 inh – blocks human lysophospholipase 2, a PME1 counter-screen. O95372. recombinant LYPLA2, FP-Rh probe fluorescence polarization. inhibition, % at 5.9 µM. hit rate 0.38% among 320,000. AID 2177;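 active means inhibition above the screen-wide mean plus 3 SD, limit set per campaign, cut at about 26% in these data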;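 further: 0% = LYPLA2 with DMSO and 100% = wells lacking LYPLA2 enzyme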
Target sequence (O95372 whole entry, looked up): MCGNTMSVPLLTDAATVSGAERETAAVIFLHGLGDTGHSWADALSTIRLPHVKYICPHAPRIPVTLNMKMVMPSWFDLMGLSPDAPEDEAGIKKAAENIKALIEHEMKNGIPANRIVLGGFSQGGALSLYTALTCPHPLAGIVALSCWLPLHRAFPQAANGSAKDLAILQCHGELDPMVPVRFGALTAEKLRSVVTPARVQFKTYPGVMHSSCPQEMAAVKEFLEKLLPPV
TPT1 inhibitor – inhibitors of Candida albicans tRNA 2'-phosphotransferase TPT1; inhibition, % at 5 µM; recombinant caTPT1, FP RNA substrate dephosphorylation; hit rate 0.81% among 300,000;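 active means inhibition above the mean of all tested compounds plus 3 SD, set per screening campaign, cut at about 24% in these data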;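 further: plate controls were DMSO alone for no effect and ferristatin control at 100 nM for full effect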
Efflux pump mplx – inhibitors of Candida antifungal efflux pumps expressed in yeast. S. cerevisiae Candida pump triplex, Nile Red efflux. hit rate 0.44% among 330,000. inhibition, % at 10 µM. AID 485275;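 active means plate passing quality check with inhibition over a set limit, or well fluorescence over plate mean plus 4 SD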;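 further: Nile Red retained in pooled yeast measured as flow cytometry median fluorescence; 0% = buffer negative control and 100% = Enniatin B positive control; higher means more Nile Red kept so more efflux inhibition; some compounds called inactive have numbers as strong as hits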
Starred values were filed as active, the others as inactive; ? = inconclusive; & = joins results of further samples. This is a subset; rates above refer to the full screens.

Each structure is followed by: PP1 counter, PP5 inh, PREPL inh, GASC-1 inh, core dimer inh, Fh CTSL1 inh, LYPLA2 inh, TPT1 inhibitor, Efflux pump mplx
COc1ccc(OC(C)C(=O)NCc2cccnc2)cc1 (stereo not given)
 : -2.0, -2.6, 8.8, 2.2, -2.1, -2.5, 6.3, -0.8, -0.1
O=C(O)C1CSC2(c3ccc(Br)cc3)CCC(=O)N12 (stereo not given)
 : -0.2, 0.8, -0.8, 1.5, -1.9, 0.8, 2.3, -0.8, -0.2
O=C(Nc1ccc(Cl)c([N+](=O)[O-])c1)c1ccc(NCCCN2CCOCC2)c([N+](=O)[O-])c1
 : 2.9, 0.3, 15.5, -9.4, -3.0, 2.4, 7.3, 15.9, -0.5
O=C(Nc1nn(Cc2ccccc2F)cc1Br)c1cccs1
 : -1.6, -2.8, 0.7, -0.1, 2.6, 2.5, -3.3, -1.2, -0.1
Cc1cc(SCC(=O)c2ccccc2)nc(C)n1
 : 1.1, 0.5, 15.9, 12.7, -0.5, -0.6, -0.2, -5.2, 0.1
COC(=O)C1SCC2C(=O)N(Cc3ccccc3)CC(=O)N21 (stereo not given)
 : -3.3, 0.3, -8.4, -2.4, -2.7, -2.3, 1.6, -0.9, -0.1
Cc1ccc(S(=O)(=O)N(C)C)cc1NC(=O)CN1C(=O)NC2(CCCCCCC2)C1=O
 : -6.9, 2.7, 15.3, -17.8, 0.5, -1.8, -5.4, 0.4, 4.3
CN1CCC(OC(=O)c2cc3cc(Cl)cc(Cl)c3oc2=O)CC1
 : 1.3, 1.7, -0.1, 0.7, 0.2, 0.2, 1.7, 0.0, 0.0
CCOC(=O)N1CCN(C(=S)Nc2ccccc2C)CC1
 : 0.2, 2.1, -5.4, -6.2, -2.1, -2.5, -0.4, 0.8, -0.1
O=C(N/N=C/C=C\c1ccccc1[N+](=O)[O-])c1ccncc1
 : -2.5, -0.1, 4.1, 36.6, -7.4, 2.1, -0.3, -4.2, 0.2
Cc1nn(CCc2n[nH]c(=S)n2-c2cccc(Cl)c2)c(C)c1[N+](=O)[O-]
 : -0.1, 1.3, 3.2, 3.6, -1.0, 0.0, 4.1, -3.3, -0.1
CC(=O)N1CCOc2ccc(S(=O)(=O)Nc3cccc(C)c3)cc21
 : -2.4, 2.1, -3.3, 4.2, 7.5, 0.1, 3.7, -3.2, -0.1
COC(=O)c1c(C)oc2ccc(N(C(=O)Oc3ccccc3)S(=O)(=O)c3ccc(Cl)c([N+](=O)[O-])c3)cc12
 : -0.6, 2.3, -14.0, 17.9, 64.4*, -3.8, -0.4, -2.2, -0.1
COc1cc(NC(=O)Cn2nc(Cc3cccnc3)c3ccccc3c2=O)cc(OC)c1OC
 : -0.6, -1.0, 0.5, 2.1, 22.9, 1.9, -4.7, -4.8, 0.1
CN(C)c1ccc(C(CNS(=O)(=O)c2ccc(F)c(F)c2)c2c[nH]c3ccccc23)cc1 (stereo not given)
 : 0.3, 6.7, 16.4, -5.0, 7.3, -2.0, 0.1, -2.2, -0.1
COc1ccc(CC(=O)Nc2nnc(C(C)(C)C)s2)cc1OC
 : 0.4, -1.1, 10.0, -20.6, 0.4, -0.2, -1.6, -2.0, -0.1
CCCOc1ccc(C(=O)Nc2ccc3c(c2)OCO3)cc1
 : -6.3, 0.8, 22.4, -1.0, 1.9, 1.8, 0.9, -3.7, 0.0
Cc1cc(-c2ccccc2)n2nc(C)c(C#N)c2n1
 : -2.0, 1.7, 10.8, -6.9, 3.4, 0.4, -0.2, 2.7, 0.0
O=C(Nc1nc2ccccc2c(=O)s1)c1ccc(F)cc1Cl
 : -3.0, 2.2, 4.8, -21.2, 4.0, -2.6, -0.9, 1.3, 0.2
CCN1CCN(CCNC(=O)Cn2c(=O)c3cccn3c3ccc(F)cc32)CC1
 : -2.2, -1.1, -3.8, 2.4, -3.0, 4.5, 8.7, -2.0, 0.0
Cc1ccccc1C1=Nn2c(nnc2-c2ccco2)SC1
 : -2.9, -0.8, 0.8, 19.9, 2.4, -0.8, -20.0, 1.6, 0.0
Cc1cccc(NC2=NC(C)(C)N=C(N)N2)c1C
 : 0.6, -0.9, 1.4, -20.3, -1.6, -5.0, -0.2, -4.4, -0.1
O=C(O)c1ccccc1C(=O)NNc1ccc(F)cc1F
 : -0.4, -0.6, 8.0, -15.4, 8.4, 1.0, 3.9, -5.4, 0.0
CCOC(=O)C1=C(c2ccccc2)NC(=S)NC1c1cc([N+](=O)[O-])ccc1OC (stereo not given)
 : 2.0, 1.3, 3.1, 6.7, 33.6, 3.0, 1.7, -6.3, 0.0
COc1cccc2cc(C(=O)N3CCN(C(=O)c4ccco4)CC3)c(=O)oc12
 : 0.3, 0.2, 0.7, -7.6, -7.2, 0.1, 1.9, 0.9, 0.1
CCn1nc(C)c(/C=C/C(=O)Nc2ccc(C)cc2C)c1C
 : 3.4, -0.1, 2.2, -0.9, -9.5, 0.1, 7.1, 0.9, 0.1
Cc1ccc(NC(=O)C2CCCN(S(=O)(=O)c3ccc4[nH]c(=O)ccc4c3)C2)c(C)c1 (stereo not given)
 : -6.2, 2.5, 5.4, -2.5, 3.9, -4.0, 1.0, -0.3, 1.2
O=C(NCCO)c1cc2cc(Cl)cc(Cl)c2oc1=O
 : -4.3, 3.8, -2.5, 2.2, -11.4, -1.1, 5.8, 3.8, 0.3
O=C(COc1cccnc1[N+](=O)[O-])c1c[nH]c2ccccc12
 : -5.0, -0.3, 4.1, 6.4, -0.6, 2.7, 9.1, 1.9, -0.1
O=C(c1cccc(Cl)c1)N1CCC(c2nc3ccccc3[nH]2)CC1
 : 4.4, 1.5, 0.9, 5.2, -0.6, -4.6, 2.4, 1.8, -0.1
Cc1cc(NC(=O)COc2ccc3ccccc3c2)no1
 : -4.0, 2.0, 3.4, -15.8, 6.1, 3.2, 2.0, 3.4, 0.1
CC(=O)c1ccc(NC(=O)CSc2nnc(C3CC3)n2C)cc1
 : -2.0, 1.2, -6.7, 2.0, -9.5, 4.2, -2.5, -4.7, -0.3
CN(Cc1ccc(-n2cccn2)cc1)Cc1cn(C)nc1-c1ccccc1F
 : -2.3, -2.1, 2.4, 4.4, -1.2, -3.4, -1.7, -0.7, 0.6
Clc1nc(-c2n[nH]nc2Cl)n[nH]1
 : -1.6, 1.6, 0.5, 6.0, 2.5, -0.7, -1.5, -5.2, 0.0
COc1ccc2oc(C(=O)OCC(=O)N(C)c3c(N)n(Cc4ccccc4)c(=O)[nH]c3=O)c(C)c2c1
 : 2.0, 2.7, -47.6, -5.5, -4.4, 0.9, 0.7, 2.5, -0.1
COc1cc(SC)ccc1C(=O)NCc1ccccc1
 : -1.6, 2.0, 2.8, 9.1, 2.6, 5.5, 0.3, -1.0, 0.3
O=C1NC2(CCCCCC2)C(=O)N1Cc1ccccc1
 : -1.9, 0.3, 13.4, -17.4, -3.8, -1.3, -6.5, -1.2, 0.7
COC(=O)CSc1nc2cc(C)ccc2cc1C#N
 : -1.9, 0.1, 16.7, ?, 3.1, 9.0, 1.1, -7.3, 0.0
COc1ccc(C)cc1S(=O)(=O)NC(C)C(=O)Nc1ccc2c(c1)OCO2 (stereo not given)
 : 1.8, 1.0, 4.6, 0.2, 8.6, -2.0, 0.5, 3.1, 0.1
O=C(Cn1nc(C(F)F)cc1C(F)F)N/N=C/c1ccc2c(c1)OCO2
 : 0.3, 2.5, 7.2, -1.0, -1.1, -2.4, 5.0, 0.9, 0.3

2 compounds from above, limited to TPT1 inhibitor, LYPLA2 inh and PREPL inh:
smiles | TPT1 inhibitor | LYPLA2 inh | PREPL inh
COc1cccc2cc(C(=O)N3CCN(C(=O)c4ccco4)CC3)c(=O)oc12 | 0.9 | 1.9 | 0.7
CCn1nc(C)c(/C=C/C(=O)Nc2ccc(C)cc2C)c1C | 0.9 | 7.1 | 2.2

Next entries follow:
Each structure is followed by: PP1 counter, PP5 inh, PREPL inh, GASC-1 inh, core dimer inh, Fh CTSL1 inh, LYPLA2 inh, TPT1 inhibitor, Efflux pump mplx
Cc1cc(Cl)ccc1OCc1nc(-c2ccncc2)no1
 : 1.3, 4.0, -4.4, 44.9, -4.6, -0.9, 10.5, -6.4, -0.1
COc1cc(/C=N/n2cc(-c3ccccc3)[nH]c2=S)cc(OC)c1O
 : 0.3, 0.2, 8.3, 0.7, -17.9, 1.8, 2.6, 1.1, -0.1
CCC1CCCCN1CCCNC(=O)COc1cc(=O)n(C)c2ccccc12 (stereo not given)
 : 0.9, 4.1, 3.1, 3.2, 2.8, -2.4, 1.1, 2.6, 0.0
CCCNc1nc(-c2cc(-c3ccc(Cl)cc3)on2)cc(C(C)C)n1
 : 1.6, -1.5, 3.8, -4.9, -3.7, -0.9, 3.5, 0.1, -0.1
COC(=O)CN1C(=O)C(O)=C(C(C)=O)C1c1ccc([N+](=O)[O-])cc1 (stereo not given)
 : -4.1, 4.7, -4.2, 23.6, -6.8, 3.5, -2.3, 2.9, 0.1
O=C(CSc1nnc2ccc(-c3cccnc3)nn12)Nc1ccccc1F
 : -2.8, 1.7, 2.9, -1.2, -3.2, -0.4, 1.8, -0.2, -0.1
CCC(=O)Nc1cccc(NC(=S)NC(=O)Cc2ccccc2)c1
 : -1.1, 2.0, -9.7, -7.8, -1.0, -5.0, 3.2, 0.0, 0.2
CS(=O)(=O)N1CCc2cc(C(=O)N3CCN(c4ccc(F)cc4)CC3)ccc21
 : -2.0, -1.6, -5.6, 59.0, -5.2, -3.2, 4.5, 0.9, 0.0
O=C(NC1CCN(C(=O)c2cccs2)CC1)c1ccccc1
 : -3.8, -0.9, 2.9, 65.1, 3.1, -5.0, 3.3, -4.6, 0.1
COc1ccc(/C=N\NC(=O)C2=NNC(=O)C2C)cc1 (stereo not given)
 : -3.0, -0.3, 1.7, 0.9, -13.9, 0.4, 8.3, -0.7, 0.0
O=C(NCc1ccc(OC(F)(F)F)cc1)C1CC2Cn3c(nc4ccccc43)C2N1Cc1ccccc1 (stereo not given)
 : 5.7, 2.1, 20.0, -3.8, 2.9, 0.6, 6.5, -1.4, 0.1
COc1ccc(COC(=O)C2=C(C)NC(=O)NC2c2ccc(O)c(OC)c2)cc1 (stereo not given)
 : -0.3, 3.1, -22.8, 5.7, 2.0, 1.1, -6.6, 0.7, 0.0
CCc1nnc(NC(=O)CCC(=O)N2CCN(Cc3cc(Cl)ccc3OC)CC2)s1
 : -0.8, -0.8, 4.1, -9.2&-3.2, 1.5, 0.4, -4.5, 6.7, 0.1
CCC(NC(=O)CCc1ccccc1)c1ccccc1 (stereo not given)
 : 5.5, 2.5, -2.1, -12.7, -10.1, -0.2, 1.5, -2.4, -0.2
COc1ccc(-c2nc(CSCC(=O)NCC3CCCO3)c(C)o2)cc1OC (stereo not given)
 : -4.3, 1.9, 1.8, -1.1, -0.8, -14.7, -3.6, -2.5, 0.1
O=S(=O)(Nc1ccc(-c2ccc3nncn3n2)cc1)c1ccccc1Cl
 : 5.4, 1.5, 1.0, -1.2, -1.9, 0.3, 4.9, -4.1, -0.1
COc1ccc(C(C)=O)cc1COC(=O)CCC(=O)N(CC(C)C)c1c(N)n(CC(C)C)c(=O)[nH]c1=O
 : -2.8, -0.9, 9.8, -8.3, -1.2, 4.0, -6.5, -0.1, 0.1
